# Screening data deposited in PubChem BioAssay by National Center for Advancing Translational Sciences (NCATS).
# aSyn rescue: inhibitors of alpha-synuclein toxicity in yeast | 370,000 tested, 0.14% active | AID 652106 | Yeast expressing alpha-synuclein, growth rescue, BacTiter-Glo, 24 h | Potency, µM (series often up to 46.1 µM), for inactives: at the highest dose growth rescue (activation), most hits filed as activators; further: potency means the concentration at half of the fitted maximal effect; % of control where 0% means no effect; nearly all actives have a fitted effect of over 65% in size
#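 Rescue of yeast growth: cells expressing toxic alpha-synuclein, induced in galactose at OD600 0.02, incubated with compound 24 h at 30 C. ATP luminescence quantified growth; inhibitors of toxicity appear as activators.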
# Abeta yeast res: A-beta toxicity reversal in yeast. yeast expressing A-beta42, growth rescue, OD600, 48 h; response scale: 0% DMSO, 100% iron-clioquinol control. Potency, µM (doses to about 46.1 µM), for the others: top-dose growth rescue, hits mostly activators. 410,000 tested, 0.063% active. AID 1347071; further: potency means the concentration at half of the fitted maximal effect; nearly all actives have a fitted effect of over 55% in size
#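 Yeast A-beta toxicity model in growth medium with pinned compounds, 48 h at 30 C; growth read as absorbance at 600 nm. Normalized to FeCl3/clioquinol equimolar mix (positive) and DMSO (negative).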
# PLK1 PBD block: blocks phosphopeptide binding to human PLK1 polo-box domain; P53350; Plk1 PBD binding of FITC phosphopeptide, fluorescence polarization; Potency, µM, inactives show max response, negative = inhibition, hits mostly inhibitors; 360,000 tested, 2.8% active; further: potency means the concentration at half of the fitted maximal effect; series mostly up to about 57 µM; on the % scale 0 is the no-effect control and ±100 the full control effect; nearly all actives have a fitted effect of over 65% in size
# Target sequence (P53350 whole entry, looked up, the tested form may be a part): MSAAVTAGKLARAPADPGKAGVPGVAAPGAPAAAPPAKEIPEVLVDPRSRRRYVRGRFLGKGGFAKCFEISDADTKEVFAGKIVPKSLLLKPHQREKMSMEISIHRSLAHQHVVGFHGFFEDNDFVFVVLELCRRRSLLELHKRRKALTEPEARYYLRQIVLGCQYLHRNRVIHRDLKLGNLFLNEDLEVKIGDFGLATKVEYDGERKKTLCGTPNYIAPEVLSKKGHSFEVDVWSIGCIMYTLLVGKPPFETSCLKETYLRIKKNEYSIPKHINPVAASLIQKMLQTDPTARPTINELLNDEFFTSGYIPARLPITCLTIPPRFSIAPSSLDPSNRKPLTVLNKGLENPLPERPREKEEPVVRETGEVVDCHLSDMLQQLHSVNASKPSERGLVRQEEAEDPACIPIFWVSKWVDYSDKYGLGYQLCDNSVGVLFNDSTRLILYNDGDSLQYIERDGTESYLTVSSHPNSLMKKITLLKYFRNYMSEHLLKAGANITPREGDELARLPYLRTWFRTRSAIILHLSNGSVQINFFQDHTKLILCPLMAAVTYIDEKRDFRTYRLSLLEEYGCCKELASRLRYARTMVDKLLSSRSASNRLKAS
# WRN helicase inh: inhibitors of human WRN helicase; Q14191; Potency, µM (doses to about 114 µM), inactives show at the top dose activity change, negative = inhibition, actives largely listed as inhibitors; AID 651768; WRN helicase unwinding, fluorescent forked duplex, kinetic; 360,000 tested, 0.46% active; further: potency means the concentration at half of the fitted maximal effect; on the % scale 0 is the no-effect control and ±100 the full control effect; nearly all actives have a fitted effect of over 55% in size
#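 Kinetic red-fluorescence monitoring (525/598 nm) tracks WRN helicase activity after 100 nM fluorophore-quencher forked duplex and 2 mM ATP are added to 20 nM enzyme pretreated 15 min at room temperature with compound.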
# IL-2 act: activates IL-2 in a cell-based reporter assay; IL-2 activation reporter assay, cell-based qHTS; stimulated with anti-CD3/CD4/CD28 beads; in transgenic mouse T cells; activation, % (series mostly up to about 46 µM); 360,000 tested, 0.065% active; AID 652025; in the data active means activation above about 50%; inconclusive means mostly about 30% to 49%; further: 0% is about no effect
#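 Readout: EGFP and DsRed signals by fluorescent plate cytometry. Unstimulated transgenic mouse T cells received compound 60 min before antibody-bead stimulation, then incubated 18 h at 37 degrees C.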
# EPAC1 agonist: activates human EPAC1 exchange factor | EPAC1 agonist qHTS, biochemical assay; response scale: 100% = response to 6.5 mM cAMP | Potency, µM (titrated, usually from 154 µM), for the others: at the highest dose activation, usual class: activators | 360,000 tested, 0.073% active | O95398; further: potency means the concentration at half of the fitted maximal effect; nearly all actives have a fitted effect of over 60% in size
#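 Fluorescent GDP-exchange assay: 100 nM EPAC1 with 250 nM Rap1B preloaded with BODIPY-GDP and 50 uM GDP; compounds tested as concentration series, 5 min at room temperature, then read every 5 min for 30 min (ex 480/em 540 nm); normalized to 6.5 mM cAMP.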
# PI5P4Ka inh: blocks human PI5P4K alpha kinase activity. P48426. PI5P4Kalpha enzyme, ADP-Glo luminescence, 60 min; active compounds read low. max response, %. 330,000 tested, 1.2% active. AID 652105; active means max response of -50% or lower; inconclusive means between -30% and -50%; inactive means -30% or higher; further: value at the top dose of about 77 µM; on the % scale 0 is the no-effect control and ±100 the full control effect
# Target sequence (P48426 whole entry, looked up): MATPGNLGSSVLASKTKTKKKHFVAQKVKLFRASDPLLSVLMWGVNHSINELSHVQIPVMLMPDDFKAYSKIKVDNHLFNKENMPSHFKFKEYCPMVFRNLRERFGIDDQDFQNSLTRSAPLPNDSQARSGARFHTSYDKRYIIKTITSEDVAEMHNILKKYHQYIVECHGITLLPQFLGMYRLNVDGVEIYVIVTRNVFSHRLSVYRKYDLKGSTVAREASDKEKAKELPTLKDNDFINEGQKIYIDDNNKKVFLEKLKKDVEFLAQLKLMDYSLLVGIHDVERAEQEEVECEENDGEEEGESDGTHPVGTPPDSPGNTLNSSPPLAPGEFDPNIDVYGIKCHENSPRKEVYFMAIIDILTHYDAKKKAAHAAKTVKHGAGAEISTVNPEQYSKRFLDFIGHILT
#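 Quantitative HTS of the MLSMR library against PI5P4Kalpha with substrate. ATP added last at 5 microM final; room temperature, 60 minutes. Remaining ATP depleted, ADP converted and read as luminescence.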
# EPAC1 antag: antagonists of human EPAC1 | O95398 | Potency, µM (highest dose often 115 µM), without a hit: at the highest dose activity change, negative = inhibition, usual class: inhibitors | 360,000 tested, 0.14% active | EPAC1 GEF assay, Rap1b-BODIPY-GDP exchange fluorescence;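 further: potency means the concentration at half of the fitted maximal effect; plate controls were vehicle for no effect and positive control for full effect; nearly all actives have a fitted effect of over 50% in size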
# FUS suppressor: rescues growth of FUS-expressing yeast. S. cerevisiae FUS-expressing, growth rescue, OD600, 24 h. Potency, µM (highest dose often 76.6 µM), without a hit: at the highest dose growth rescue (activation), usual class: activators. 390,000 tested, 0.24% active. AID 1347120;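 further: potency means the concentration at half of the fitted maximal effect; plate controls were DMSO vehicle for no effect and reference control for full effect; nearly all actives have a fitted effect of over 55% in size; some results filed as inactive show a strong effect at the top dose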
#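 Yeast FUS proteinopathy model; galactose-induced FUS (2%), starting OD 0.005. Cpds in dilution series, 24hr, 30C, 99% humidity. Abs 600 nm growth. Pos ctrl CP55940 (top 92uM final); neg ctrl DMSO.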
# An asterisk follows results filed as active; ? = inconclusive; . = no result given; & = joins results of further samples; [ ] = dose if it differs, or a comment. Unless noted, the call rests on the fitted dose curve; in most records, active means well fitted curve in the direction sought with a large enough effect; inconclusive means small, poorly fitted or top-dose-only effect, or another doubt; inactive means no such curve, though single readings can be large; an effect the other way counts as inactive or inconclusive.
# The line under a structure holds: aSyn rescue	Abeta yeast res	PLK1 PBD block	WRN helicase inh	IL-2 act	EPAC1 agonist	PI5P4Ka inh	EPAC1 antag	FUS suppressor
(1) CCOc1ccc(CN(C)CC(=O)Nc2ccc([N+](=O)[O-])cc2Cl)cc1
 : 2%	-4%	-7%	16%	-0.6	12%	19	-28%	.
(2) CCCCOc1cccc(C(=O)O)c1
 : 15%	-4%	-8%	-23%[57.1 µM]	-0.2	1%	5	11%	-20%
(3) Cc1csc(SCC(=O)NCCc2ccc(Cl)cc2Cl)n1
 : 14%	1%	-5%	-24%	0.3	-1%	-1	-4%	.
(4) CCc1cccc(NC(=S)N(CCOC)C(C)c2ccco2)c1 (stereo not given)
 : -9%	-1%	-3%	-3%	0.0	3%	2	-19%	10%
(5) CCOc1cc(S(=O)(=O)n2nc(C)cc2C)ccc1Br
 : 6%	14%	-13%	10%[57.1 µM]	0.9	-5%	0	-7%	-11%
(6) O=C1CC(O)(c2ccccc2)C(c2ccccc2)=C1c1ccccc1 (stereo not given)
 : -2%	-11%	-9%	1%	-2.6	2%	-5	-7%	?
(7) O=C1OCC(O)=C1Cc1ccccc1
 : 2%	-5%	-4%	2%	0.1	-4%	-4	6%	.
(8) COc1ccccc1NC(=O)CCc1nnc2ccc(N3CCC4(CC3)OCCO4)nn12
 : -2%	-6%	-13%	9%	-1.5	-9%	-1	-21%	2%
(9) Cc1ccc(C(=O)COC(=O)CCCC(=O)Nc2cc(C(F)(F)F)ccc2Cl)cc1C
 : 2%	-1%&0%	-5%	-2%	0.6	6%	17	-21%	1%&-8%
(10) CCCCn1c(N)c(N(CC)C(=O)C2CCC2)c(=O)[nH]c1=O
 : -1%	?	-13%	0%	0.4	-3%	-2	-4%	-19%
(11) CCn1nc(C(=O)Nc2ccc(N3CCOCC3)cc2)c2ccccc2c1=O
 : 1%	-3%	1%	-3%	1.0	2%	1	-9%	2%
(12) Cn1cc(SCC(=O)N2CCN(c3ccccc3)CC2)c2ccccc21
 : ?	0%	-15%	-5%	-0.6	-1%	-2	2%	30%
(13) N#Cc1c(N)c(C(=O)c2ccccc2)n2c1CCC2
 : 0%	0%	0%	3%	6.5	11%	.	-15%	5%
(14) Clc1nccnc1N/N=C/c1ccc(Br)cc1
 : -11%	5%	0%	-10%	-0.6	17%	-3	-9%	-16%
(15) Cc1ccc(/C=N/NC(=O)Cn2nc(C)c(Br)c2C)o1
 : .	4%	-5%	0%	-1.0	1%	0	1%	27%

# Next part; it opens with the 2 that closed the last part.
# The line under a structure holds: aSyn rescue	Abeta yeast res	PLK1 PBD block	WRN helicase inh	IL-2 act	EPAC1 agonist	PI5P4Ka inh	EPAC1 antag	FUS suppressor
(14) Clc1nccnc1N/N=C/c1ccc(Br)cc1
 : -11%	5%	0%	-10%	-0.6	17%	-3	-9%	-16%
(15) Cc1ccc(/C=N/NC(=O)Cn2nc(C)c(Br)c2C)o1
 : .	4%	-5%	0%	-1.0	1%	0	1%	27%
(16) O=C(CN1CCN(S(=O)(=O)c2ccccc2)CC1)Nc1ccccc1Cl
 : 6%	-18%	-12%	-17%	-4.4	6%	6	-3%	.
(17) CCOC(=O)C1C(=O)NC(c2ccccc2)=NC1c1cccc(Br)c1 (stereo not given)
 : -5%	3%	-11%	0%	-3.0	2%	-5	-19%	24%
(18) COc1ccc2c3n([n+]([O-])c2c1)CCN=C3c1ccc(C)cc1
 : 0%	1%	-22%	3%	0.4	-12%	4	-21%	4%
(19) CCOC(=O)c1nnsc1-c1ccc(-c2snnc2C(=O)OCC)cc1
 : -2%	5%	-8%	0%	-0.6	-2%	-13	-7%	-28%
(20) O=S(=O)(Nc1cccc(S(=O)(=O)N2CCCCC2)c1)c1ccccc1F
 : -4%	25%	?	-19%	1.7	2%	1	-17%	?
(21) COC(=O)CSc1nc2nc(C)c(Br)cc2[nH]1
 : -6%	0%	-14%	-6%	-1.5	-2%	0	3%	0%
(22) Cc1ccc(C(=O)N[C@H](C(=O)OCC(=O)c2ccc[nH]2)C(C)C)cc1
 : -1%	8%	2%	2%	-0.9	1%	-3	-8%	2%
(23) Cc1noc(C)c1NC(=O)N(C)C[C@H]1Oc2c(NC(=O)Cc3ccccc3)cccc2C(=O)N([C@H](C)CO)C[C@@H]1C
 : 4%	1%	-18%	-1%	0.5	0%	8	13%	-1%
(24) CC1=C(C(=O)OC(C)C)C(c2cccs2)N2C(=O)C(C)SC2=N1 (stereo not given)
 : -18%	12%	-8%	-9%	-2.4	14%	-2	?	26%
(25) Cn1c(COc2ccc(Cl)cc2)nnc1SCC(=O)NC1CCCCC1
 : 11%	10%	0%	1%	-0.8	11%	.	9%	14%
(26) Cc1cc(NC(=O)CCC(=O)N(c2ccc(F)cc2)C(C(=O)NC2CCCC2)c2ccncc2)no1 (stereo not given)
 : 9%	7%	3%	-6%	1.1	-2%	-6	-2%	10%
(27) CCOc1ccc(CCNC(=O)CSc2cc(=O)n(CC)c3ccccc23)cc1OCC
 : 2%	-3%	0%	2%	-4.7	-13%	5	-17%	18%
(28) COC(=O)CSc1nnc(NC(=O)c2ccc3c(c2)OCO3)s1
 : -1%	6%	-1%	-9%	-2.5	9%	-1	-10%	-12%
(29) O=C(CN1CCN(c2nc(-c3ccccc3)cs2)CC1)NNC(=O)c1ccc(Br)cc1
 : 0%	-6%	-2%	-2%	3.1	-9%	.	11%	18%
(30) COc1ccc(NC(=O)C[C@H]2C(=O)N(C3CCCCC3)C[C@@H]2CSC)cc1
 : 3%	-7%	-4%	-10%	-1.9	5%	-3	-5%	10%
(31) CC(C)OCCCn1c(=S)[nH]c2ccc(N3CCOCC3)cc2c1=O
 : 3%	6%	0%	-1%	-2.3	-5%	.	1%	24%
(32) COc1ccc(C(=O)C2CCN(C(=O)c3ccc(C)cc3)CC2)cc1
 : -7%	-23%	-1%	9%	-2.5	-4%	3	12%	21%
(33) Cc1ccc(Nc2ccc(C(=O)O)cc2[N+](=O)[O-])cc1
 : 1%	26%	-2%	-4%	-4.7	-4%	-25	-20%	27%
(34) O=C(O)c1ccc(Nc2nc(-c3cccnc3)cs2)cc1O
 : -6%	-17%	-10%	-7%	0.3	4%	?	-30%	-1%
(35) Nc1c(C(=O)Nc2ccccc2)sc2ncc([N+](=O)[O-])cc12
 : -6%	5%	-16%	7%	-0.8	3%	3	3%	20%
(36) [O-][n+]1onc2c1CCc1[nH]c(-c3ccccc3)nc1-2
 : 5%	9%	-13%	-7%	-0.8	3%	2	2%	8%
(37) CCNC(=O)c1sc2cc(C)ccc2c1Cl
 : 8%	-14%	-3%	6%	-1.7	4%	0	19%	-15%
(38) Cc1cccc(-n2nnnc2SCC(=O)N(CC(C)C)c2c(N)n(CC(C)C)c(=O)[nH]c2=O)c1
 : -4%	0%	-4%	-3%	-1.9	-2%	-3	-5%	?
(39) COc1ccccc1-n1cnc2cc(C(=O)NCc3ccco3)ccc21
 : -3%	4%	-10%	2%	2.3	-15%	-24	2%	-4%
(40) C=CCn1nc2n(c1=O)-c1ccccc1SC2
 : 4%	1%	0%	5%	0.3	-1%	7	8%	-9%
(41) CCCCN(C(=O)CSCC(=O)Nc1ccc(C)cc1)c1c(N)n(Cc2ccccc2)c(=O)[nH]c1=O
 : -1%	0%	-8%	3%	2.7	-3%	4	15%	32%
(42) O=C(c1ccc(S(=O)(=O)NCc2ccco2)cc1)N1CCN(c2ccccc2)CC1
 : 8%	-8%	-9%	-15%	0.7	10%	3	-7%	6%
(43) CCOC(=O)C1CCN(C(=O)COc2ccc(Br)cc2Br)CC1
 : 2%	-8%	-6%	-2%	1.2	4%	-3	1%	3%
(44) C#CCCOC(=O)N1C2=NC(C(=O)OC)=C(C(=O)OC)[C@@H]3N(C)c4ccccc4[C@]23C[C@H]1CO
 : 0%	2%	-18%	1%	-4.5	-7%	4	9%	?
(45) O=C(Nc1cccc(Cl)c1)N(Cc1nc2ccccc2c(=O)[nH]1)Cc1cccs1
 : -5%	6%	3%	-2%	0.0	89µM*	-3	-5%	-15%
(46) O=C(CN1CCN(C(=O)C2CCCO2)CC1)Nc1ccc(F)cc1 (stereo not given)
 : 0%	10%	5%	5%	0.0	9%	11	9%	16%
(47) O=C(NCc1ccncc1)C(=O)NCC1OCCCN1S(=O)(=O)c1cc(F)ccc1F (stereo not given)
 : -8%	9%	-6%	-2%	-2.9	1%	-5	6%	.
(48) CCc1nc(SCC(=O)N2CCN(C(=O)c3ccco3)CC2)c2c3c(sc2n1)CCCC3
 : 12%	-6%	-9%	-10%[57.1 µM]	-1.4	2%	3	-25%	1%
(49) Cc1cc(C)nc(N(C#N)Cc2ccccc2Cl)n1
 : 4%	4%	3%	10%	-1.1	-16%	3	11%	-24%
(50) COc1ccc(C2C(C#N)=C(N)Oc3cc(C)[nH]c(=O)c32)c(OC)c1OC (stereo not given)
 : 5%	10%	-2%	6%	-0.2	1%	0	?	4%
(51) O=C(O)COc1ccc(NC(=O)c2ccc(NC(=O)c3ccco3)cc2)cc1
 : -3%	-14%	-12%	-6%[57.1 µM]	-0.7	13%	1	0%	-4%
(52) CN(Cc1ccc(Cl)cc1Cl)C(=O)C1CC(=O)N(Cc2ccco2)C1 (stereo not given)
 : -7%	4%	-10%	0%	-1.2	-8%	-24	-10%	-19%
(53) CC1=C(C(=O)N2CCOCC2)C(c2ccccc2F)NC(=O)N1 (stereo not given)
 : -2%	13%	-3%	-3%	2.2	10%	2	6%	4%
(54) CNCc1ccccc1Sc1ccc(O)c(O)c1
 : 2%	5%	?	?	-0.8	-7%	?	-14%	.
(55) C/C(=N\NC(=S)Nc1ccc(F)cc1)C1CC1
 : -23%	8%	-11%	-4%	-3.9	0%	.	1%	0%
(56) CCOc1ccc(C(=O)/C=C/c2cn(CN3CCN(C)CC3)c3ccccc23)cc1
 : -3%	2%	-2%	-2%	6.8	?	.	-10%	7%
(57) O=C(COC(=O)C1CC2C=CC1C2)Nc1ccc2c(c1)OC(F)(F)O2 (stereo not given)
 : 13%	16%	-2%	-5%	-1.8	8%	.	-14%	27%
